NOD2-RIPK2 inh: NOD2-RIPK2 binding disruptors in cells, primary screen, fluorescence, CHO cells, BLA complementation | AID 624267, 2012 | CCF4 ratio | inhibition, % at 4.98 µM | 0.38% of 360,000 active | Receptor-interacting serine/threonine-protein kinase 2 (Homo sapiens), O43353; in the data active = inhibition above about 21%;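 also: 0% = vehicle only and 100% = reference blocker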
NCOA3 inh: SRC3 coactivator transcriptional activity inhibitors, primary screen, cell-based, luminescence; Nuclear receptor coactivator 3 (Homo sapiens), Q9Y6Q9; HEK293 GAL4-SRC3 luciferase reporter; inhibition, % at 3.6 µM; 0.17% of 360,000 active;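 active = inhibition above a per-campaign cutoff, the mean of all compounds plus 3 SD, cut at about 60% in these data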;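 also: 0% = DMSO-treated cells and 100% = gossypol-treated cells at 36 µM; higher means less SRC3-driven luciferase light from the GAL4 reporter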
TROY signal inh: inhibitors of TROY-driven NF-kB signaling, primary screen, Q293 LMP1-TROYcd cells, NF-kB luciferase, uHTS; Q293 LMP1-TROYcd NF-kB luciferase reporter, 4 h; inhibition, % at 10 µM; 0.98% of 360,000 active; AID 1347056, 2019;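 active = compounds whose plate-normalised and pattern-corrected inhibition of the luciferase reporter signal at the single screening dose is 50% or more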
SRC2 inh: inhibition of GAL4-SRC2 driven luciferase reporter, primary screen, SRC2 inhibitor project, cell-based, luminescence; Nuclear receptor coactivator 2 (Homo sapiens), Q15596; HEK293 GAL4-SRC2 luciferase reporter; inhibition, % at 9 µM; 0.17% of 370,000 active; AID 651957, 2012;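 active = inhibition above the mean inhibition of all tested compounds plus 3 SD, set per campaign, cut at about 52% in these data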;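 also: 0% = DMSO treated cells and 100% = cells given Gossypol at 36 µM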
Exocytosis inh: LAMP-1 surface exposure blockers, TALL-104 cells – cell-based, flow cytometry, MLPCN library, primary screen | TALL-104 LAMP-1 surface exposure; cells stimulated with thapsigargin and PMA | inhibition, % at 10 µM | 0.66% of 360,000 active | AID 651702, 2012;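 active = inhibition above about 55%, limit read from the data; inconclusive = no clear call, values can overlap the other calls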
NCOA1 inh: SRC1 coactivator transcriptional activity inhibitors, primary screen, cell-based, luminescence | HEK293 GAL4-SRC1 luciferase reporter | inhibition, % at 3.6 µM | 0.12% of 360,000 active | AID 588354, 2011;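 active = inhibition above the campaign mean plus 3 SD, with each screening campaign given its own cutoff, cut at about 60% in these data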;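 also: 0% = DMSO treated cells and 100% = gossypol at 36 µM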
COUP-TFII inh: NR2F2 transcriptional activity inhibitors, primary screen, cell-based, luciferase reporter, HEK293T, luminescence; HEK293T NGFI-A luciferase reporter; inhibition, % at 8.6 µM; 0.7% of 370,000 active; AID 686940, 2013;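 active = inhibition above a per-plate cutoff, mean inhibition of test wells between control levels plus 3 SD, cut at about 38% in these data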;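 also: cells cotransfected with COUP-TFII expression vector driving the NGFI-A reporter; 0% = median of COUP-TF2 test wells and 100% = reporter-only cells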
TLR9-MyD88 inh: inhibitors of TLR9-MyD88 association in cells, primary screen, cell-based, CHO, BLA complementation, fluorescence; AID 504734, 2011; 0.21% of 340,000 active; inhibition, % at 4.98 µM; Toll-like receptor 9 (Homo sapiens) + Myeloid differentiation primary response protein …; CCF4 FRET ratio;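 active = inhibition above the mean over all tested compounds plus 3 SD, cut at about 21% in these data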;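 also: 0% = DMSO only wells and 100% = clavulanate BLA inhibitor control wells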
LRH-1 inv ag: LRH-1 (NR5A2) inverse agonists, primary screen, cell-based, luminescence, HEK293T, StAR-luciferase reporter | LRH-1 transfected, 24 h | inhibition, % at 3.6 µM | 0.13% of 360,000 active | AID 602396, 2012;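 active = inhibition above the mean inhibition of all tested compounds plus 3 SD, cut at about 73% in these data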;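 also: 0% = DMSO wells and 100% = reporter-only cells lacking LRH-1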
ABHD5 PLIN5 PPI: ABHD5-PLIN5 interaction inhibitors, primary screen, cell lysate, split luciferase complementation, luminescence | Perilipin-5 (Homo sapiens) + 1-acylglycerol-3-phosphate O-acyltransferase ABHD5 (Homo … | Split G. princeps luciferase complementation, 4 h | inhibition, % at 4 µM | 0.78% of 360,000 active | AID 602281, 2012;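 active = inhibition above the mean inhibition across every tested compound plus 3 SD, cut at about 22% in these data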;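 also: 0% = DMSO only wells and the 100% control is not disclosed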
TWEAK-Fn14 inh: inhibitors of TWEAK-Fn14 signaling, primary screen, luciferase reporter cells, uHTS; TWEAK-stimulated Fn14 reporter cells, luciferase luminescence, 8 h; inhibition, % at 10 µM; 2% of 360,000 active; AID 1159606, 2016; in the data active = inhibition above about 50%
Active calls of the source: *; ? = inconclusive; / = not tested or not shown. Some of the compounds tested; count on the stated rates, not on these rows.

smiles	TWEAK-Fn14 inh	TLR9-MyD88 inh	TROY signal inh	SRC2 inh	COUP-TFII inh	NOD2-RIPK2 inh	LRH-1 inv ag	Exocytosis inh	NCOA1 inh	NCOA3 inh	ABHD5 PLIN5 PPI
Cc1ccc(S(=O)(=O)N(C)C)cc1NC(=S)NC1CCCC(C)C1C (stereo not given)	-15	6	10	2	21	8	0	-5	-45	13	-6
CC1(C)CC(=O)C2=C(C1)OC(N)=C(C#N)C2C1C=CCCC1 (stereo not given)	4	-2	0	-22	-4	3	7	-1	-11	4	-10
COc1cc2c(cc1OC)CN(C(=O)Nc1ccccc1Cl)CC2	37	-5	-21	12	6	-1	-7	19	0	12	-4
Cc1ccc(CNC(=O)C2CCCN2C(=O)Nc2cccc(Cl)c2)cc1 (stereo not given)	-4	11	-3	4	-2	3	-1	-3	-4	-5	1
Cc1cc(-c2nnc(CCC(=O)NCc3ccc(F)c(F)c3)o2)no1	9	-1	8	-18	1	-9	-7	-2	-12	-5	2
CCOC(=O)C1=CN(Cc2ccco2)S(=O)(=O)N(CC)C1c1ccc(C(F)(F)F)cc1 (stereo not given)	30	4	1	4	13	-8	12	7	12	-6	11
O=C(COc1ccc2ccccc2c1Br)Nc1ncn[nH]1	28	-4	17	/	/	-3	-7	-3	-126	-102	-2
CC(C)CC(=O)NN1CCCCC1	0	-9	-2	7	14	4	-5	0	-3	12	-6
CCCC(C)C(=O)Nc1ccc(Cl)cn1 (stereo not given)	3	2	-2	-10	-20	1	-15	-3	-21	-5	-9
Cc1ccc2nc(-c3ccc(NS(=O)(=O)c4ccccc4)cc3)sc2c1	-2	9	-13	-12	3	2	-27	7	0	-36	-1
CCn1c2ccccc2c2cc(/C=N/O)ccc21	71*	-7	34	27	28	-8	6	3	9	30	-2
CC(C)(C)C1c2[nH]c3ccccc3c2CCN1CCCn1cccn1 (stereo not given)	1	9	11	-6	13	-8	-27	-4	6	14	0
N/C(CCN1CCOCC1)=N/O	-4	1	-3	-9	0	-4	-4	-1	-15	9	-5
O=C(Nc1ncccc1O)c1ccc(C(=O)c2ccccc2)cc1	-89	-5	-13	-58	15	-11	-95	-4	-94	-39	0
O=C(COc1ccc(Br)cc1CNC1CCCCC1)NCCc1ccccc1	-3	-2	15	2	-7	12	-9	0	9	30	5
CCOC(=O)c1c(C)nc2ccccc2c1C	2	-3	-14	-42	11	4	1	2	-10	-6	1
Cc1c(NC(=O)Nc2cccc(Cl)c2)c(=O)n(-c2ccccc2)n1C	-8	-1	-14	-6	9	-12	19	0	15	11	6
COc1ccc([C@H]2CC(=O)C=C(c3cc4ccccc4s3)C2)cc1	-114	0	-47	9	4	-14	-1	-3	3	11	2
COc1cc(-c2nnc(SCC(=O)N3CCCC3)o2)cc(OC)c1OC	-21	1	-3	-49	-24	0	7	-1	-9	-1	0
Cc1ccc(S(=O)(=O)Nc2ccc(-c3nnc(SCC#N)n3C)cc2)cc1	3	3	-8	-56	-12	2	5	2	3	8	4
O=C(N/N=C\c1ccc([N+](=O)[O-])s1)C1COc2ccccc2O1 (stereo not given)	18	4	-4	-16	17	-3	18	1	-8	-16	0
CC(NC(=O)Nc1ncccn1)(C(F)(F)F)C(F)(F)F	9	10	-9	5	1	-4	12	-1	-18	3	-2
O=C1Nc2ccccc2-n2nnnc2C1N1CCN(c2ccc(C(F)(F)F)cc2[N+](=O)[O-])CC1 (stereo not given)	/	/	/	19	-4	5	2	3	/	/	-6
CC1CC(C)CN(C(=O)CCc2ccccc2)C1 (stereo not given)	7	5	-6	-38	-2	-3	-11	8	-3	10	-3
CCN(CC(=O)Nc1c(F)cccc1F)C(=O)c1cccc(S(=O)(=O)N2CCN(c3ccccc3)CC2)c1	-4	3	-9	-22	0	-8	23	0	14	7	1
CCn1c(SCC(N)=O)nc2sc3c(c2c1=O)CCCC3	2	8	1	-2	-3	-8	-8	-2	-14	-2	4
CCC(=O)NC(=S)Nc1ccc(NC(=O)c2cccnc2)cc1	72*	1	1	-6	-2	-24	0	11	-3	13	6
Cc1ccc(SCC(=O)N2CCN(c3ccc(F)cc3)CC2)cc1	-20	4	-4	8	14	4	-7	7	-29	2	6
CC(OC(=O)/C=C/c1ccccc1)C(=O)Nc1cccc(C#N)c1 (stereo not given)	27	0	7	15	11	-10	0	5	-1	-14	-10
COc1ccc(CCNC(=O)CN2CCN(c3ccccc3Cl)CC2)cc1	-5	-5	-18	-15	-17	5	-2	2	-1	3	-3
O=C1C2C3C=CC(C4CC34)C2C(=O)N1/N=C/c1ccc(-c2ccccc2[N+](=O)[O-])o1 (stereo not given)	-1	-1	-40	-27	14	1	8	?	-32	2	-6
COc1ccc(NC(=O)CSc2nnc(CN3CCOCC3)n2C)cc1Cl	8	0	9	-6	4	-9	3	-13	-8	9	-1
CS(=O)(=O)c1ccc(Cl)c(NC(=O)c2cccc(-n3cnnn3)c2)c1	31	1	36	33	22	5	7	4	-1	20	-9
COCCCNC(=O)Cn1cc(/C=C(\C#N)C(=O)NC2CCCC2)c2ccccc21	-14	-2	-17	18	-6	-3	-12	-8	-2	6	-1
COc1ccccc1NCN1C(=O)CCC1=O	1	-13	-9	-2	-29	-4	-13	4	-10	-2	6
COc1ccccc1C1NC(c2ccccc2OC)C(C)C(=O)C1C (stereo not given)	22	4	-5	1	-8	1	-4	2	2	13	10
CCCn1c(C)cc(C(=O)CN2C(=O)NC3(CCCCCC3)C2=O)c1C	-5	-11	-31	-18	-21	6	-76	-2	-109	-90	-8
COP(=O)(OC)OC(C(=O)c1ccccc1)c1ccccc1 (stereo not given)	/	/	/	-17	-17	3	-11	12	/	/	2
O=C(CSC1=NCCS1)N1CCc2ccccc21	-21	-5	-79	-60	-47	-5	-83	-1	-90	-66	-5
CCOC(=O)c1cnc2c(Cl)cccc2c1NCCCN1CCOCC1	-25	3	-37	-32	8	-10	15	11	-22	2	4
O=C1CC(c2ccco2)CC(O)=C1C=NCCO (stereo not given)	6	-2	3	-16	11	2	-27	-4	-3	20	7
COc1ccccc1OCC(=O)Nc1ccc(C(=O)Nc2ccccc2C(=O)O)cc1	-11	0	37	1	8	8	-7	0	8	-9	6
O=C1CC(c2ccccc2)CN1Cc1ccccc1 (stereo not given)	10	0	16	0	-13	-4	-17	0	0	-1	8
O=C(NCC1CCCO1)c1sc2cc(Cl)ccc2c1Cl (stereo not given)	-14	5	-55	-51	-42	-6	-45	5	-67	-49	3
CC1CCc2cccc3c2N1c1cc(C#N)c(C#N)cc1O3 (stereo not given)	-29	2	12	4	19	-3	3	7	-11	-17	-3
Cc1nnc(SCC(=O)N2CC(C)OC(C)C2)n1-c1ccccc1 (stereo not given)	39	2	11	14	15	12	-11	-2	-6	4	4
CS(=O)(=O)N(CC(=O)NC1CCCC1)c1cccc(F)c1	15	-6	1	4	-6	-5	-6	3	4	9	7
O=C(Cc1ccccc1)N/N=C/c1ccc(Cl)cc1Cl	-27	-8	-26	-19	13	-1	-13	-1	-28	-59	-5
CCN(CC)CCCOc1ccc(Cl)c(Cl)c1	-6	3	-1	14	-2	2	11	-1	11	23	6
Cc1ccc(S(=O)(=O)NC(CC(=O)N2CCOCC2)c2ccco2)cc1 (stereo not given)	-1	-2	-9	0	2	-1	10	0	3	1	-2

Entries of single compounds, looked up by structure. Screens in order: TWEAK-Fn14 inh	TLR9-MyD88 inh	TROY signal inh	SRC2 inh	COUP-TFII inh	NOD2-RIPK2 inh	LRH-1 inv ag	Exocytosis inh	NCOA1 inh	NCOA3 inh	ABHD5 PLIN5 PPI
`CC(OC(=O)/C=C/c1ccccc1)C(=O)Nc1cccc(C#N)c1` (stereo not given) is entered as 27	0	7	15	11	-10	0	5	-1	-14	-10
`Cc1ccc(CNC(=O)C2CCCN2C(=O)Nc2cccc(Cl)c2)cc1` (stereo not given) is entered as -4	11	-3	4	-2	3	-1	-3	-4	-5	1

The list continues:
smiles	TWEAK-Fn14 inh	TLR9-MyD88 inh	TROY signal inh	SRC2 inh	COUP-TFII inh	NOD2-RIPK2 inh	LRH-1 inv ag	Exocytosis inh	NCOA1 inh	NCOA3 inh	ABHD5 PLIN5 PPI
O=C(O)C1CCN(S(=O)(=O)c2ccc(N3CCC(O)CC3)c([N+](=O)[O-])c2)CC1	18	7	-12	-34	5	-10	-15	-10	-7	-23	-1
O=C1CC(c2ccc(F)cc2)C2=C(CCCC2=O)N1 (stereo not given)	-7	-8	7	-1	2	-5	3	-2	-3	4	-1
CC(C)CCNC(=O)C(C)N(Cc1ccc(F)cc1)C(=O)c1ccc(CN2CCOCC2)o1 (stereo not given)	-27	1	11	-17	-1	2	2	-2	-10	3	5
CC(=O)Nc1ccc2nc(NC(=O)COc3cccc(C)c3)sc2c1	8	-8	-12	-13	-2	1	2	3	1	4	0
Cc1cc(C)c2nc(SCC(=O)Nc3cc(C)on3)c(C#N)cc2c1	-19	-4	-8	-46	-7	-3	13	-5	3	-1	5

High-throughput results as filed in PubChem BioAssay.
